Screening data (PubChem)
TAAR1 agonist = agonists of human TAAR1; CHO RD-HGA16 TAAR1, Fluo-8 calcium fluorescence; vehicle wells 0%, saturating PEA agonist 100%; activation, % at 3 µM; 360,000 compounds, 0.99% hits; AID 624467; Q96RJ0;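 active = activation above the mean activation of all test compounds in the run plus 3 SD, cut at about 38% in these data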
Target sequence (Q96RJ0 whole entry, looked up): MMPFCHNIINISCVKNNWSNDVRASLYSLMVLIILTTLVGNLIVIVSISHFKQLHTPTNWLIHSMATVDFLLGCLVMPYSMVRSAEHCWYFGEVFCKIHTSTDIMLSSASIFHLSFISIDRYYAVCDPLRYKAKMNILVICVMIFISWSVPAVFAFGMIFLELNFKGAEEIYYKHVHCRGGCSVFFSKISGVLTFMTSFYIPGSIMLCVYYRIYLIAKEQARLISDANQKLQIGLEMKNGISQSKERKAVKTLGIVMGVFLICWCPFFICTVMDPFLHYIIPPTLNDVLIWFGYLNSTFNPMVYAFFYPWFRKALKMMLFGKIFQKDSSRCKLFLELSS
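System: CHO-derived RD-HGA16 cells with stable Gα16 and human TAAR1 / Times: 17-24 h plating, Fluo-8 75 min 37 °C, 30 min RT / Technique: calcium-sensitive Fluo-8 signal, excitation 470-495, emission 515-575 nm / Measure: % activation relative to PEA EC100 response / Benchmarks: DMSO and PEA EC100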
M1 antag = human CHRM1 antagonism | CHO-K1 hM1, Fluo-8 calcium fluorescence, ACh EC80 antagonist | inhibition, % at 3 µM | 360,000 compounds, 1.3% hits | AID 588852 | P11229;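 active = percent inhibition above its own plate's cutoff, namely the mean of that plate's compound wells plus 3 SD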;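 note: peak over basal fluorescence ratio during 140 s after agonist addition; 0% = ACh EC80 plus DMSO and 100% = DMSO alone without agonist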
Target sequence (P11229 whole entry, looked up): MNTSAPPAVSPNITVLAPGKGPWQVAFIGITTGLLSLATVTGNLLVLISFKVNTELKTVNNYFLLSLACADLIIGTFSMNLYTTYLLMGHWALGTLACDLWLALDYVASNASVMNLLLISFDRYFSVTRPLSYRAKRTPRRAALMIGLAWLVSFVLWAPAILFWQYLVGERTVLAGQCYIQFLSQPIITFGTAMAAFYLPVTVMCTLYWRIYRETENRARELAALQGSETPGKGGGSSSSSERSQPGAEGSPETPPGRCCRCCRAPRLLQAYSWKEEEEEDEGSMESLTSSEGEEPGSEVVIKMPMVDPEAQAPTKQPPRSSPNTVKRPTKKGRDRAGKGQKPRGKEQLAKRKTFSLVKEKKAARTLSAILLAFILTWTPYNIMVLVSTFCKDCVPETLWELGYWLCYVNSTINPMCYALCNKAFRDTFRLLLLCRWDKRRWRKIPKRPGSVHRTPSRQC
CHO-K1 Ca antag = nonselective inhibitor or artifact in parental CHO-K1 cells. AID 602250. 360,000 compounds, 0.6% hits. ATP-induced calcium, Fluo-8 fluorescence. inhibition, % at 3 µM;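 active = inhibition above a per-plate cutoff, the plate's mean sample inhibition plus 3 SD, cut at about 24% in these data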;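 note: 0% = DMSO plus EC80 ATP and 100% = DMSO alone without ATP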
M1 ag = human M1 muscarinic receptor agonism. CHO-K1 hM1, Fluo-8 calcium fluorescence, agonist mode; 0% DMSO, 100% acetylcholine EC100. 360,000 compounds, 0.33% hits. activation, % at 3 µM. P11229;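 active = activation above the run's mean compound activation plus 3 SD, cut at about 16% in these data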;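 note: peak over basal fluorescence ratio within a 140 s kinetic read after compound addition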
TAAR1 antag = human TAAR1 antagonism; CHO RD-HGA16 TAAR1, Fluo-8 calcium fluorescence, antagonist; AID 624466; 360,000 compounds, 1.5% hits; Q96RJ0; inhibition, % at 3 µM;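 active = inhibition above a per-plate cutoff, the mean inhibition of test compounds on that plate plus 3 SD, cut at about 49% in these data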;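 note: 0% = DMSO plus EC80 beta-PEA response and 100% = DMSO alone without agonist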
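Assay system: RD-HGA16 CHO cells with stable hTAAR1 and Gα16 / Reagent: EC80 β-phenethylamine stimulus / Doses: 3 µM, single point / Timing: dye loading 75 min at 37 °C, then 30 min room temperature / Measured by: Fluo-8 intracellular calcium dye fluorescence, real-time kinetic reads / Controls: vehicle wells and EC80 agonist wells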
CHO parental Ca = signal in parental CHO cells, OX1R antagonist counter-screen | inhibition, % at 5.6 µM | 330,000 compounds, 0.63% hits | AID 463079 | parental CHO-K1, ATP-induced calcium, Fluo-8 fluorescence;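 active = inhibition above that plate's mean sample inhibition plus 3 SD, cut at about 26% in these data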;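 note: 0% = ATP-challenged DMSO wells and 100% = DMSO wells without ATP; some compounds past the cut are filed as inactive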
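Material – parental CHO cells · Reagent – ATP stimulus · Compound – single nominal dose of 5.6 µM per compound · Detection – Fluo-8 fluorescence · Read-out basis – percent inhibition of calcium signal · Controls – ATP-challenged DMSO wells low, unchallenged DMSO wells high · Repeats – no replicates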
M1 PAM parental = nonselective activator or artifact in parental CHO-K1 calcium assay; activation, % at 3 µM; ATP EC20, Fluo-8 calcium fluorescence; 0% at ATP EC20, 100% at ATP max; 360,000 compounds, 0.02% hits;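 active = activation above the run cutoff, the mean activation of all test compounds plus 3 SD, cut at about 40% in these data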;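 note: peak over basal fluorescence ratio in a 140 s read after ATP addition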
CHRM1 PAM = human CHRM1 positive allosteric modulation; P11229; 360,000 compounds, 0.088% hits; CHO-K1 hM1, Fluo-8 calcium fluorescence, ACh EC20; 0% = ACh EC20, 100% = maximal ACh; AID 588819; activation, % at 3 µM; in the data active = activation above about 19%, passing the limit was not always enough
M1 ag parental = nonselective activator or artifact in parental CHO-K1 cells | Fluo-8 calcium fluorescence; scaled to maximal ATP response, vehicle zero | activation, % at 3 µM | 360,000 compounds, 0.48% hits | AID 602248; in the data active = activation above about 15%;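 note: untransfected CHO-K1 host cells lacking M1 receptor as counterscreen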
The depositor's hits bear a star; . = not tested or not shown; & = joins results of further samples.

Values run as follows: TAAR1 agonist	M1 antag	CHO-K1 Ca antag	M1 ag	TAAR1 antag	CHO parental Ca	M1 PAM parental	CHRM1 PAM	M1 ag parental
1: NC(=O)[C@@H]1CC2(CC(c3cccc(NC(=O)[C@H]4CCC(=O)N4)c3)=NO2)CN1C(=O)COc1ccc(Cl)cc1 (stereo not given in full)
  10	-5	0	-5	-8	-11	2	5	0.2
2: CSc1c(-c2ccccn2)c(N)nn1C(=O)C1CC1
  10	6	-5	-4	-72	-14	12	-6	3.4
3: CCC(=O)N1CCC1(C)C(=O)Nc1cccc2c1CCCC2 (stereo not given)
  0	-6	11	5	-17	.	-12	12	-0.1
4: O=C(CCCN1C(=O)/C(=C/c2ccco2)SC1=S)Nc1ccccc1C(=O)O
  -3	-6	3	1	-21	0	-2	5	0.4
5: Cc1cc(C)cc(N(C(=O)c2csnn2)C(C(=O)NC2CCCCC2)c2ccncc2)c1 (stereo not given)
  -4	-6	-9	-2	-2	-22	-5	5	0.2
6: CC(C)c1nnc(-c2ccc(Cl)cc2)c(N(C)C)n1
  0	14	-5	-6	1	-25	4	-7	-0.2
7: COc1cc(NC(=O)CSc2nc3ccccc3n2-c2ccccc2)c(C)cc1[N+](=O)[O-]
  7	14	-13	-6	3	-20	17	-14	0.1
8: CC1CC(C)CN(C(=O)C2CCN(S(=O)(=O)c3c(Cl)cccc3Cl)CC2)C1 (stereo not given)
  -2	-1	-8	-2	-12	-15	6	0	1.5
9: c1ccc(-c2nc3ccccc3c3nc4ccccc4n23)cc1
  5	15	-3	-7	-8	-9	23	-2	3.9
10: Cc1ccc2c(c1)CCCN2CC(=O)N(C)c1c(N)n(Cc2ccccc2)c(=O)[nH]c1=O
  17	-7	-3	-4	-8	-3	16	10	0.3
11: CCOc1ccc(N2C(=O)C3ON(c4ccccc4)C(c4cccs4)C3C2=O)cc1 (stereo not given)
  1	-6	-1	-11	2	-9	15	-1	1.1
12: Cc1cccn2c(=O)c3cc(C(=O)NCc4ccco4)c(=N)n(C(C)C)c3nc12
  0	-5	-15	-8	-8	-26	16	-5	0.8
13: CCOC(=O)C1(C)NC(c2cccc(C)c2)C2C(=O)N(c3ccccc3)C(=O)C21 (stereo not given)
  3	-7	-5	2	-13	-8	-8	3	0.2
14: CN(C)C=NC(=O)c1ccc(N2CCN(c3ncc(C(F)(F)F)cc3Cl)CC2)cc1
  1	-3	1	-2	9	-7	1	1	0.3
15: O=C(Nc1ccc(Oc2ccc(Cl)cc2)c(Cl)c1)c1cc(I)cc(I)c1O
  2	-22	6	-1	11	2	-3	3	-0.1
16: COc1ccc(C(=O)CSc2ccc(-c3ccco3)nn2)cc1
  -1	4	-12	-7	-18	-18	15	1	1.3
17: CNC(=O)CSc1nnc(SCCC(=O)O)s1
  1	-7	5	-4	-7	1	-3	2	0.2
18: O=C(N/N=C\c1ccc([N+](=O)[O-])o1)C1COc2ccccc2O1 (stereo not given)
  10	-10	-2	-9	4	-11	2	9	0.9
19: CCN(CC(=O)Nc1c(F)cccc1F)C(=O)Cc1n[nH]c(=O)c2ccccc12
  1	-7	-12	0	-40	-12	19	6	0.6
20: Cc1cccc(CS(=O)(=O)c2ncc(Cl)c(C(=O)Nc3ccc(F)cc3)n2)c1
  0	-3	17	-2	14	28	9	9	0.8
21: Cc1cccc(OCC(=O)Nc2nnn(C)n2)c1C
  16	-2	6	1	-11	0	-2	9	-0.1
22: O=C(NCc1ccccc1)C(=O)NCC1OCCN1S(=O)(=O)c1ccc([N+](=O)[O-])cc1 (stereo not given)
  2	-3	-11	-10	4	-9	4	3	1.2
23: O=C(CN(c1ccccc1)S(=O)(=O)c1ccccc1)NCCSCc1ccco1
  6	-25	3	-2	25	-12	20	5	5.8
24: CCOc1ccc(/C=C2\SC(=S)N(CCC(=O)Nc3ccccc3C(=O)O)C2=O)cc1
  -2	-13	-16	-2	-13	3	12	7	1.5
25: Nc1ncnc2c1ncn2C1OCC(O)C1O (stereo not given)
  .	2	-2	0	.	.	2	3	0.8
26: Cc1ccn2c(C(=O)NNC(=O)Nc3ccc(Cl)cc3)c(C)nc2c1
  0	-13	7	-3	-8	.	-30	13	-0.3
27: Cc1cc(C)n(C(=O)CCCCCC(=O)n2nc(C)cc2C)n1
  16	-10	-5	-5	11	-5	21	8	0.5
28: Cc1ccc(S(=O)(=O)NC(=O)C2(C)CCN2C(=O)C2(c3ccc(Cl)cc3)CCC2)nc1 (stereo not given)
  1	-24	-19	-2	-20	.	5	13	-0.1
29: COc1ccc(Cl)cc1N=Cc1c(O)cc(C)oc1=O
  2	-6	-11	-4	-3	-8	19	3	0.9
30: C/C(=N\Nc1c(F)c(F)c(Br)c(F)c1F)c1ccncc1
  0	-25	-4	-7	-1	-28	18	9	0.4

Some values from the list:
compound 17 – TAAR1 antag = -7
compound 26 – M1 PAM parental = -30
compound 27 – CHO parental Ca = -5
compound 22 – M1 ag parental = 1.2
compound 16 – CHO parental Ca = -18

Three compounds already listed, sorted by formula weight, low to high.
Values run as follows: TAAR1 agonist	M1 antag	CHO-K1 Ca antag	M1 ag	TAAR1 antag	CHO parental Ca	M1 PAM parental	CHRM1 PAM	M1 ag parental
21: Cc1cccc(OCC(=O)Nc2nnn(C)n2)c1C
  16	-2	6	1	-11	0	-2	9	-0.1
4: O=C(CCCN1C(=O)/C(=C/c2ccco2)SC1=S)Nc1ccccc1C(=O)O
  -3	-6	3	1	-21	0	-2	5	0.4
23: O=C(CN(c1ccccc1)S(=O)(=O)c1ccccc1)NCCSCc1ccco1
  6	-25	3	-2	25	-12	20	5	5.8

Other records follow:
Values run as follows: TAAR1 agonist	M1 antag	CHO-K1 Ca antag	M1 ag	TAAR1 antag	CHO parental Ca	M1 PAM parental	CHRM1 PAM	M1 ag parental
31: CCCCn1c(N)c(N(C)C(=O)c2ccc(-n3cccn3)cc2)c(=O)[nH]c1=O
  4	-10	-15	-2	-2	-9	28	12	0.6
32: CCOC(=O)C1=NNC2(CC(=O)N(c3cccc(C)c3)C2=O)C1 (stereo not given)
  0	-9	-9	-3	-19	0	12	3	0.6
33: CC(=O)c1cccc(NS(=O)(=O)c2ccc3c(c2)N(C(C)=O)CCO3)c1
  1	-4	-3	1	-12	-11	6	-2	7.6
34: CC(C)(C)c1ccc(C(=O)O/N=C(\N)c2ccccn2)cc1
  -1	-7	-12	-4	12	-16	20	5	1.1
35: CCC(C(=O)Nc1ncccn1)(C(F)(F)F)C(F)(F)F
  1	4	-3	-2	-2	6	0	2	0.0
36: Cc1ccc(OCC(=O)Nc2ccccc2C(=O)N2CCCC2)cc1
  5	-6	-9	0	2	-19	-8	2	3.9
37: COc1ccc(NC(=O)CN(C)CC(=O)NC2CCCCC2C)cc1 (stereo not given)
  9	-6	-12	-4	6	-19	13	9	0.8
38: CN(C)c1ccc(-c2cc([C@H]3[C@@H]4C=CCC[C@@]4(C)C(=O)N3Cc3ccccc3)ccc2F)cc1
  1	-1	-14	-3	-18	-37	15	1	0.3
39: COC(=O)c1ccc(C(c2c(C)[nH][nH]c2=O)c2c(C)[nH][nH]c2=O)cc1
  4	1	-4	-1	-20	-15	1	-4	5.0
40: CCC(C)NC(=O)CN1C(=O)NC2(CCOc3ccccc32)C1=O (stereo not given)
  -1	6	-4	-4	-11	-4	-8	-3	-0.6
41: Cc1nnc(NC(=O)C23CC4CC(CC(C4)C2)C3)s1
  1	-9	-5	-2	1	0	8	4	1.6
42: CCN1CCN(Cc2ccc(NC(=O)c3cc(NC(=O)c4cncc(-c5ccc(C#N)cc5)c4)cc(OC)c3)cc2C(F)(F)F)CC1
  0	6&-4	-13&0	-7&-6	1	-18	4&21	-6&0	0.8&0.5
43: COC(=O)C1(Cc2ccccc2)NC(c2ccc(F)cc2)C2C(=O)N(C)C(=O)C21 (stereo not given)
  2	-10	-14	-2	-7	-10	26	11	1.3
44: Cc1ccc(C)c(C(=O)CCC(=O)N2CCN(c3ncccn3)CC2)c1
  -1	3	-3	-5	1	-17	15	1	1.3
45: CC(NC(=O)c1cc(S(=O)(=O)N2CCOCC2)ccc1F)c1ccc(-n2ccnc2)cc1 (stereo not given)
  0	0	-10	-8	-15	-14	9	-3	0.6

Record cards, as listed above. Screens in order: TAAR1 agonist, M1 antag, CHO-K1 Ca antag, M1 ag, TAAR1 antag, CHO parental Ca, M1 PAM parental, CHRM1 PAM, M1 ag parental
CC(C)(C)c1ccc(C(=O)O/N=C(\N)c2ccccn2)cc1 reads -1, -7, -12, -4, 12, -16, 20, 5, 1.1
Cc1ccc(C)c(C(=O)CCC(=O)N2CCN(c3ncccn3)CC2)c1 reads -1, 3, -3, -5, 1, -17, 15, 1, 1.3
CN(C)c1ccc(-c2cc([C@H]3[C@@H]4C=CCC[C@@]4(C)C(=O)N3Cc3ccccc3)ccc2F)cc1 reads 1, -1, -14, -3, -18, -37, 15, 1, 0.3
CC(=O)c1cccc(NS(=O)(=O)c2ccc3c(c2)N(C(C)=O)CCO3)c1 reads 1, -4, -3, 1, -12, -11, 6, -2, 7.6
CCOC(=O)C1=NNC2(CC(=O)N(c3cccc(C)c3)C2=O)C1 (stereo not given) reads 0, -9, -9, -3, -19, 0, 12, 3, 0.6

(listing goes on)
Values run as follows: TAAR1 agonist	M1 antag	CHO-K1 Ca antag	M1 ag	TAAR1 antag	CHO parental Ca	M1 PAM parental	CHRM1 PAM	M1 ag parental
46: CCCCn1c(N)c(N(CCOC)C(=O)c2ccc3c(c2)C(=O)N(c2cc(C)ccc2C)C3=O)c(=O)[nH]c1=O
  0	-12	-1	-4	-3	-18	-6	4	-0.2
47: CCN1CCN(C(C(=O)NC2CCCCC2)c2cc3ccccc3o2)CC1 (stereo not given)
  2	-8	-4	-5	-23	.	-8	-8	0.0
48: O=C1CC(N(O)c2ccccc2)C(=O)N1c1cc(Cl)cc(Cl)c1 (stereo not given)
  2	-8	-4	27*	-2	-3	16	5	1.1
49: CSc1ccc(CNCCCN(C)C)cc1
  2	6	4	-8	5	6	8	-2	0.8
50: Cn1c(N/N=C2\CCCc3ccccc32)nc2c1c(=O)n(Cc1ccc(F)cc1)c(=O)n2C
  8	-10	13	-4	10	.	-12	3	-0.1
51: CCN(CC)Cc1c(O)ccc2c(-c3ccccc3)cc(=O)oc12
  11	-6	4	-5	-10	-16	-1	3	0.1
52: Cc1scc(C(=O)NNC(=O)CCC(=O)O)c1C
  .	3	2	-5	.	4	9	-6	0.0
53: CC(/C=N/NC(=O)c1cccnc1)=C\c1ccco1
  15	-17	0	2	2	-1	-10	9	-0.4
